Bim-Bfl-1 – inhibitors of Bim binding to Bfl-1, primary screen, biochemical, multiplexed, bead-based flow cytometry. Bcl-2-related protein A1 (Homo sapiens), Q16548. Bim-Bfl-1 binding inhibition. inhibition, % at 10 µM. hit rate 0.12% among 190,000;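 note: 0% = wells without compound plus tracer and 100% = blocker peptide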
RGS7-Gao – RGS7-Galphao binding modulators, primary screen, biochemical, multiplexed bead flow cytometry; AID 1439, 2008; Guanine nucleotide-binding protein G(o) subunit alpha (Homo sapiens), P09471; actives lie on both sides; hit rate 0.35% among 220,000; binding response (% of control), % at 10 µM; in the data active = binding response below about 49% or above about 150%;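 note: fluorescent Galphao held in activated GDP-AlF4 state binding bead-coupled RGS7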
Bcl-W Bim block – inhibitors of Bim binding to Bcl-W, primary screen, biochemical, multiplexed, bead-based flow cytometry | Bcl-2-like protein 2 (Homo sapiens), Q92843 | Bim peptide-Bcl-W binding | inhibition, % at 10 µM | hit rate 0.02% among 190,000 | AID 952, 2007;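 note: 0% = bound tracer without compound and 100% = peptide blocker; higher means less fluorescent Bim peptide bound to Bcl-W beads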
Target sequence (Q92843 whole entry, looked up): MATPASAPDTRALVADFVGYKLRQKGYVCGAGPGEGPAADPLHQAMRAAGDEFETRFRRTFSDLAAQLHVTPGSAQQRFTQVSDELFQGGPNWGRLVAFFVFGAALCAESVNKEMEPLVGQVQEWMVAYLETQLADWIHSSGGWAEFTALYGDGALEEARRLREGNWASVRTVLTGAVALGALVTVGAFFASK
Bim-Bcl-2 – inhibitors of Bim-Bcl-2 binding, primary screen, biochemical, multiplexed, human Bcl-2 family; Bead-based flow cytometry, Bim peptide-Bcl-2 binding; inhibition, % at 10 µM; hit rate 0.06% among 190,000; in the data active = inhibition above about 40%;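 note: 0% = no compound wells with probe peptide and 100% = reference peptide inhibitor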
Target sequence (P10415 whole entry, looked up): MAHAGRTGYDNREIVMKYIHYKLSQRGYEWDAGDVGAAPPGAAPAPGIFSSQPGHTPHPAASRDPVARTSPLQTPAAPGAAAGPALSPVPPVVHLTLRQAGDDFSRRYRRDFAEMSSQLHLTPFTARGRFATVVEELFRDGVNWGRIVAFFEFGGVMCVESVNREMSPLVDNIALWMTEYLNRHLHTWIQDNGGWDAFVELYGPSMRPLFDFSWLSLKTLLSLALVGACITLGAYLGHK
RGS4-Gao reg – modulators of RGS4 binding to Galphao, primary screen, biochemical, multiplexed bead flow cytometry | AID 1415, 2008 | hit rate 0.33% among 220,000 | Guanine nucleotide-binding protein G(o) subunit alpha (Homo sapiens), P09471 | actives lie on both sides | binding response (% of control), % at 10 µM; in the data active = binding response below about 49% or above about 150%; inactive = in between;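 note: fluorescent Galphao activated with aluminum fluoride binding bead-coupled RGS4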
ABCB1 inh – ABCB1 efflux pump inhibitors, primary screen, cell-based, multiplex, flow cytometry, ABCG2 counter-screen; ATP-dependent translocase ABCB1 (Homo sapiens), P08183; CCRF-Adr cells, JC-1 efflux; inhibition, % at 6.6 µM; hit rate 0.067% among 190,000; in the data active = inhibition above about 40%;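 note: 0% = vehicle and 100% = reference inhibitor; higher value means more JC-1 retained so stronger ABCB1 efflux block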
GSH bead fluor – compound fluorescence on glutathione beads, profiling panel, artefact control, biophysical, 488/530 nm, flow cytometry. GSH beads flow cytometry, compound fluorescence 488/530 nm; stronger effect = higher value. fluorescence (KMESF) at 10 µM. hit rate 0.25% among 190,000. AID 1776, 2009; in the data active = fluorescence above about 89;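 note: glutathione beads carrying GST-tagged Bcl family fusion proteins plus one bare bead set; values are compound well signal with DMSO vehicle wells as background; inactives centre near 16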
Bcl-XL Bim block – inhibitors of Bim-Bcl-XL binding, primary screen, biochemical, multiplexed, bead flow cytometry, human Bcl-XL; Bcl-2-like protein 1 (Homo sapiens), Q07817; Bim peptide-Bcl-XL binding, fluorescence; inhibition, % at 10 µM; hit rate 0.04% among 190,000
Target sequence (Q07817 whole entry, looked up): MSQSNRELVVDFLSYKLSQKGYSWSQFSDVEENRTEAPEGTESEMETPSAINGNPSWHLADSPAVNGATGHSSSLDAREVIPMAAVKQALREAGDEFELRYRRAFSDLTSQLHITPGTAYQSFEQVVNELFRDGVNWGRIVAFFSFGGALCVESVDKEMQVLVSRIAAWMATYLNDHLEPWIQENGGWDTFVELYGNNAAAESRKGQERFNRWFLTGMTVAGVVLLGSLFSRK
Bcl-B Bim block – inhibitors of Bim-Bcl-B binding, primary screen, biochemical, multiplexed, human Bcl-2 family. bead-based flow cytometry, Bim peptide-Bcl-B binding. inhibition, % at 10 µM. hit rate 0.073% among 190,000;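 note: 0% = tracer peptide without compound and 100% = reference inhibitor peptide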
Target sequence (Q9HD36 whole entry, looked up): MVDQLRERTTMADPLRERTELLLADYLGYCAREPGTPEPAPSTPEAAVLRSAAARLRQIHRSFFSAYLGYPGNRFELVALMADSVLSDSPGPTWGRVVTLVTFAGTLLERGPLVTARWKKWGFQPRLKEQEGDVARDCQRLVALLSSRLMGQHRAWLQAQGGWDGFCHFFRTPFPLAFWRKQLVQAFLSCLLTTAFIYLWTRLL
ABCG2 block – ABCG2 efflux pump inhibitors, primary screen, multiplex with ABCB1, IgMXP3 cells, flow cytometry | Broad substrate specificity ATP-binding cassette transporter ABCG2 (Homo sapiens), Q9UNQ0 | JC-1 efflux | inhibition, % at 6.6 µM | hit rate 0.1% among 190,000 | AID 1325, 2008;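 active = inhibition above 80%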;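 note: 0% = DMSO and 100% = nicardipine control wells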
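Test system: ABCG2 IgMXP3 and barcoded ABCB1 CCRF-Adr cell mix; Schedule: cells with compound and JC-1, 10 min at 25 °C, rotating, no wash; Technique: flow cytometry of retained JC-1 fluorescence; Measure: % inhibition of efflux relative to nicardipine and DMSO; Controls: nicardipine high and DMSO low controls.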
RGS8-Gao – RGS8-Galphao binding modulators, primary screen, biochemical, multiplexed bead flow cytometry; response (percent of control binding), % at 10 µM; Guanine nucleotide-binding protein G(o) subunit alpha (Homo sapiens), P09471; AID 1423, 2008; hit rate 0.34% among 220,000; actives lie on both sides; in the data active = response below about 60% or above about 140%; inactive = in between;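 note: Galphao activated as the GDP aluminium fluoride complex binding bead-coupled RGS8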
* = called active by the depositor; & = joins results of further samples. Cut-off read from the data, not from the text of the source, unless noted: active = inhibition above about 40%.

The opening two entries (preview)
`Cc1nn(C(=O)c2ccco2)c(C)c1Sc1ccc([N+](=O)[O-])cc1` gave Bim-Bfl-1 -9, RGS7-Gao 103, Bcl-W Bim block 0, Bim-Bcl-2 -5, RGS4-Gao reg 105, ABCB1 inh 0.2, GSH bead fluor 33, Bcl-XL Bim block 0, Bcl-B Bim block -8, ABCG2 block 0 and RGS8-Gao 103.
COC(=O)c1cc(COC(=O)c2ccc3ccccc3n2)oc1C was read as Bim-Bfl-1 22, RGS7-Gao 99, Bcl-W Bim block 18, Bim-Bcl-2 6, RGS4-Gao reg 99, ABCB1 inh 1.3, GSH bead fluor 15, Bcl-XL Bim block 23, Bcl-B Bim block -11, ABCG2 block 12 and RGS8-Gao 105.

All compounds of this part, previewed entries included:
`Cc1nn(C(=O)c2ccco2)c(C)c1Sc1ccc([N+](=O)[O-])cc1` gave Bim-Bfl-1 -9, RGS7-Gao 103, Bcl-W Bim block 0, Bim-Bcl-2 -5, RGS4-Gao reg 105, ABCB1 inh 0.2, GSH bead fluor 33, Bcl-XL Bim block 0, Bcl-B Bim block -8, ABCG2 block 0 and RGS8-Gao 103.
COC(=O)c1cc(COC(=O)c2ccc3ccccc3n2)oc1C was read as Bim-Bfl-1 22, RGS7-Gao 99, Bcl-W Bim block 18, Bim-Bcl-2 6, RGS4-Gao reg 99, ABCB1 inh 1.3, GSH bead fluor 15, Bcl-XL Bim block 23, Bcl-B Bim block -11, ABCG2 block 12 and RGS8-Gao 105.
`CCC(CC)C(=O)Nc1nc(-c2ccc3c(c2)CCN3C(=O)C2CC2)c(C)s1` gave Bim-Bfl-1 -9, RGS7-Gao 98, Bcl-W Bim block -3, Bim-Bcl-2 0, RGS4-Gao reg 101, ABCB1 inh 0.6, GSH bead fluor 5, Bcl-XL Bim block -1, Bcl-B Bim block -2, ABCG2 block 3 and RGS8-Gao 98.
For COC(=O)c1ccc2c(c1)NC(=O)C(N1CCCC1)S2 (configuration not stated) the results were Bim-Bfl-1 -14, RGS7-Gao 94, Bcl-W Bim block -1, Bim-Bcl-2 -10, RGS4-Gao reg 96, ABCB1 inh 0.5, GSH bead fluor 25, Bcl-XL Bim block -9, Bcl-B Bim block -10, ABCG2 block 4 and RGS8-Gao 100.
Fc1ccc(OCCCCCN2CCCC2)cc1 was read as Bim-Bfl-1 -21, RGS7-Gao 99, Bcl-W Bim block 0, Bim-Bcl-2 -10, RGS4-Gao reg 102, ABCB1 inh -0.9, GSH bead fluor 31, Bcl-XL Bim block -4, Bcl-B Bim block -12, ABCG2 block 7 and RGS8-Gao 102.
For COc1ccccc1NCC(=O)Nc1cc(S(=O)(=O)N2CCOCC2)ccc1N1CCOCC1 the results were Bim-Bfl-1 -4, RGS7-Gao 99, Bcl-W Bim block -3, Bim-Bcl-2 -3, RGS4-Gao reg 99, ABCB1 inh 3.0, GSH bead fluor 13, Bcl-XL Bim block -5, Bcl-B Bim block -4, ABCG2 block 14 and RGS8-Gao 100.
`COc1ccc(S(=O)(=O)c2nnn(-c3cccc(OC)c3)c2N)cc1` gave Bim-Bfl-1 -5, RGS7-Gao 100, Bcl-W Bim block -1, Bim-Bcl-2 -2, RGS4-Gao reg 101, ABCB1 inh 0.5, GSH bead fluor 10, Bcl-XL Bim block -3, Bcl-B Bim block -3, ABCG2 block 2 and RGS8-Gao 100.
For Cc1cccc(N2CCN(c3nc4ccccc4n4cnnc34)CC2)c1C the results were Bim-Bfl-1 -7, RGS7-Gao 96, Bcl-W Bim block 1, Bim-Bcl-2 -3, RGS4-Gao reg 97, ABCB1 inh 0.7, GSH bead fluor 22, Bcl-XL Bim block -4, Bcl-B Bim block -2, ABCG2 block 2 and RGS8-Gao 97.
`CCOC(=O)c1cc2sccc2n1CC(=O)N1c2ccccc2CC1C` (configuration not stated) gave Bim-Bfl-1 -12, RGS7-Gao 96, Bcl-W Bim block -3, Bim-Bcl-2 -5, RGS4-Gao reg 97, ABCB1 inh 0.8, GSH bead fluor 49, Bcl-XL Bim block 0, Bcl-B Bim block -5, ABCG2 block 3 and RGS8-Gao 100.
`COc1cc(NC(=S)N2CCCC(CO)C2)c(OC)cc1Cl` (configuration not stated) gave Bim-Bfl-1 7, RGS7-Gao 95, Bcl-W Bim block 3, Bim-Bcl-2 0, RGS4-Gao reg 98, ABCB1 inh -0.4, GSH bead fluor 4, Bcl-XL Bim block 0, Bcl-B Bim block -28, ABCG2 block -2 and RGS8-Gao 89.
For COc1cc(CN(C)C)cc(C=O)c1O the results were Bim-Bfl-1 -5, RGS7-Gao 103, Bcl-W Bim block -8, Bim-Bcl-2 -3, RGS4-Gao reg 104, ABCB1 inh 0.3, GSH bead fluor 12, Bcl-XL Bim block -3, Bcl-B Bim block -3, ABCG2 block 1 and RGS8-Gao 103.
COc1ccc(/C(C)=N/Nc2cc(C(F)(F)F)ccc2Cl)c(OC)c1 was read as Bim-Bfl-1 1, RGS7-Gao 97, Bcl-W Bim block 0, Bim-Bcl-2 2, RGS4-Gao reg 98, ABCB1 inh 0.8, GSH bead fluor 9, Bcl-XL Bim block 0, Bcl-B Bim block -3, ABCG2 block 18 and RGS8-Gao 96.
`O=C(CSc1nnc(SCc2ccccc2)s1)N/N=C/c1ccc(Cl)cc1Cl` gave Bim-Bfl-1 -2, RGS7-Gao 98, Bcl-W Bim block -6, Bim-Bcl-2 -4, RGS4-Gao reg 104, ABCB1 inh 0.2, GSH bead fluor 11, Bcl-XL Bim block -5, Bcl-B Bim block -5, ABCG2 block 6 and RGS8-Gao 101.
COC(=O)C1=C(C)N(c2ccc(OC)cc2)C(=O)/C1=C\c1cccs1 was read as Bim-Bfl-1 -9, RGS7-Gao 93, Bcl-W Bim block -1, Bim-Bcl-2 -5, RGS4-Gao reg 95, ABCB1 inh 0.1, GSH bead fluor 11, Bcl-XL Bim block 0, Bcl-B Bim block -4, ABCG2 block 7 and RGS8-Gao 90.
CN(C)C(=O)N1CCC(C(=O)NCC2CCCO2)CC1 (configuration not stated) was read as Bim-Bfl-1 -9, RGS7-Gao 106, Bcl-W Bim block 1, Bim-Bcl-2 -9, RGS4-Gao reg 104, ABCB1 inh -0.1, GSH bead fluor 35, Bcl-XL Bim block 4, Bcl-B Bim block -9, ABCG2 block 2 and RGS8-Gao 101.
`Oc1oc(-c2ccccc2)nc1/C=N/c1nccs1` gave Bim-Bfl-1 -13, RGS7-Gao 107, Bcl-W Bim block -6, Bim-Bcl-2 -6, RGS4-Gao reg 104, ABCB1 inh -1.5, GSH bead fluor 20, Bcl-XL Bim block -6, Bcl-B Bim block -7, ABCG2 block -6 and RGS8-Gao 101.
Screening COc1cc2nc(SCC(=O)c3ccc(Br)cc3)n3nc(C)nc3c2cc1OC returned Bim-Bfl-1 0, RGS7-Gao 103, Bcl-W Bim block -4, Bim-Bcl-2 0, RGS4-Gao reg 101, ABCB1 inh 0.0, GSH bead fluor 23, Bcl-XL Bim block -9, Bcl-B Bim block -9, ABCG2 block 1 and RGS8-Gao 105.
`CC(NC(=O)Cc1ccc(F)cc1)c1ccc(F)cc1` (configuration not stated) gave Bim-Bfl-1 0, RGS7-Gao 101, Bcl-W Bim block -2, Bim-Bcl-2 0, RGS4-Gao reg 101, ABCB1 inh 0.6, GSH bead fluor 6, Bcl-XL Bim block 0, Bcl-B Bim block -4, ABCG2 block 5 and RGS8-Gao 99.
Cn1nc(Oc2nc(N3CCOCC3)nc(N3CCOCC3)n2)ccc1=O was read as Bim-Bfl-1 0, RGS7-Gao -4.9*, Bcl-W Bim block 2, Bim-Bcl-2 -1, RGS4-Gao reg -23*, ABCB1 inh 1.4, GSH bead fluor 10, Bcl-XL Bim block -1, Bcl-B Bim block 3, ABCG2 block 5 and RGS8-Gao 12*.
Screening O=C(Nc1cccnc1Cl)c1ccc2c(Cl)c3c(nc2c1)CCC3 returned Bim-Bfl-1 -3, RGS7-Gao 103, Bcl-W Bim block -3, Bim-Bcl-2 0, RGS4-Gao reg 104, ABCB1 inh 0.9, GSH bead fluor 12, Bcl-XL Bim block -3, Bcl-B Bim block -2, ABCG2 block 5 and RGS8-Gao 105.
For COc1ccc(/C=N/NC(=O)CNc2n[nH]c(=O)[nH]c2=O)cc1OC the results were Bim-Bfl-1 2, RGS7-Gao 99, Bcl-W Bim block -5, Bim-Bcl-2 1, RGS4-Gao reg 101, ABCB1 inh -0.6, GSH bead fluor 11, Bcl-XL Bim block -1, Bcl-B Bim block -6, ABCG2 block 17 and RGS8-Gao 101.
For O=C(CC12CC3CC(CC(C3)C1)C2)N/N=C/c1ccncc1 the results were Bim-Bfl-1 -7, RGS7-Gao 98, Bcl-W Bim block -4, Bim-Bcl-2 -8, RGS4-Gao reg 102, ABCB1 inh 0.8, GSH bead fluor 13, Bcl-XL Bim block -11, Bcl-B Bim block -8, ABCG2 block 13 and RGS8-Gao 102.
COc1ccc(N=C2NC(=O)/C(=C/c3ccc(O)c(OC)c3)S2)cc1 was read as Bim-Bfl-1 -15, RGS7-Gao 99, Bcl-W Bim block 0, Bim-Bcl-2 -2, RGS4-Gao reg 100, ABCB1 inh -0.3, GSH bead fluor 7, Bcl-XL Bim block 0, Bcl-B Bim block -1, ABCG2 block -3 and RGS8-Gao 102.
`O=C(O)Cc1nn(Cc2ccc(Cl)cc2)c(=O)c2ccccc12` gave Bim-Bfl-1 -4, RGS7-Gao 100, Bcl-W Bim block 0, Bim-Bcl-2 0, RGS4-Gao reg 98, ABCB1 inh 0.3, GSH bead fluor 17, Bcl-XL Bim block -2, Bcl-B Bim block -2, ABCG2 block 0 and RGS8-Gao 103.
`Cc1ccc(OCc2nnc(SCC(=O)NCc3ccccc3)n2C)cc1` gave Bim-Bfl-1 -23, RGS7-Gao 97, Bcl-W Bim block -4, Bim-Bcl-2 -6, RGS4-Gao reg 94, ABCB1 inh 1.1, GSH bead fluor 27, Bcl-XL Bim block -6, Bcl-B Bim block -9, ABCG2 block 26 and RGS8-Gao 97.
Cc1ccccc1C(OCCN(C)C)c1ccccc1 (configuration not stated) was read as Bim-Bfl-1 2&-3, RGS7-Gao 104&94, Bcl-W Bim block 2&0, Bim-Bcl-2 0&-1, RGS4-Gao reg 105&99, ABCB1 inh 0.6&0.5, GSH bead fluor 20&13, Bcl-XL Bim block 0&-2, Bcl-B Bim block -4&-3, ABCG2 block 3&0 and RGS8-Gao 104&99.
Screening CCN1CCn2c3c(c4cc(C)ccc42)CCCC31 (configuration not stated) returned Bim-Bfl-1 0, RGS7-Gao 105, Bcl-W Bim block 0, Bim-Bcl-2 3, RGS4-Gao reg 103, ABCB1 inh 0.6, GSH bead fluor 14, Bcl-XL Bim block 0, Bcl-B Bim block -2, ABCG2 block 2 and RGS8-Gao 103.
